Screening data from PubChem BioAssay.
KDM5B inhibitor: KDM5B demethylase inhibition; KDM5B demethylase, FDH-coupled NADH fluorescence (FDH is formaldehyde dehydrogenase); Potency, µM (doses to about 57.7 µM), without a hit: at the top dose activity change, negative = inhibition, most hits filed as inhibitors; 2.6% of 220,000 active; active = well fitted inhibition curve with a large enough effect; inconclusive = small, poorly fitted or top-dose-only effect; inactive = no such curve, though single readings can be large or run the other way; also: 0% is about no effect; nearly all actives have a fitted effect of over 70% in size
Target sequence (Q9UGL1 whole entry, looked up): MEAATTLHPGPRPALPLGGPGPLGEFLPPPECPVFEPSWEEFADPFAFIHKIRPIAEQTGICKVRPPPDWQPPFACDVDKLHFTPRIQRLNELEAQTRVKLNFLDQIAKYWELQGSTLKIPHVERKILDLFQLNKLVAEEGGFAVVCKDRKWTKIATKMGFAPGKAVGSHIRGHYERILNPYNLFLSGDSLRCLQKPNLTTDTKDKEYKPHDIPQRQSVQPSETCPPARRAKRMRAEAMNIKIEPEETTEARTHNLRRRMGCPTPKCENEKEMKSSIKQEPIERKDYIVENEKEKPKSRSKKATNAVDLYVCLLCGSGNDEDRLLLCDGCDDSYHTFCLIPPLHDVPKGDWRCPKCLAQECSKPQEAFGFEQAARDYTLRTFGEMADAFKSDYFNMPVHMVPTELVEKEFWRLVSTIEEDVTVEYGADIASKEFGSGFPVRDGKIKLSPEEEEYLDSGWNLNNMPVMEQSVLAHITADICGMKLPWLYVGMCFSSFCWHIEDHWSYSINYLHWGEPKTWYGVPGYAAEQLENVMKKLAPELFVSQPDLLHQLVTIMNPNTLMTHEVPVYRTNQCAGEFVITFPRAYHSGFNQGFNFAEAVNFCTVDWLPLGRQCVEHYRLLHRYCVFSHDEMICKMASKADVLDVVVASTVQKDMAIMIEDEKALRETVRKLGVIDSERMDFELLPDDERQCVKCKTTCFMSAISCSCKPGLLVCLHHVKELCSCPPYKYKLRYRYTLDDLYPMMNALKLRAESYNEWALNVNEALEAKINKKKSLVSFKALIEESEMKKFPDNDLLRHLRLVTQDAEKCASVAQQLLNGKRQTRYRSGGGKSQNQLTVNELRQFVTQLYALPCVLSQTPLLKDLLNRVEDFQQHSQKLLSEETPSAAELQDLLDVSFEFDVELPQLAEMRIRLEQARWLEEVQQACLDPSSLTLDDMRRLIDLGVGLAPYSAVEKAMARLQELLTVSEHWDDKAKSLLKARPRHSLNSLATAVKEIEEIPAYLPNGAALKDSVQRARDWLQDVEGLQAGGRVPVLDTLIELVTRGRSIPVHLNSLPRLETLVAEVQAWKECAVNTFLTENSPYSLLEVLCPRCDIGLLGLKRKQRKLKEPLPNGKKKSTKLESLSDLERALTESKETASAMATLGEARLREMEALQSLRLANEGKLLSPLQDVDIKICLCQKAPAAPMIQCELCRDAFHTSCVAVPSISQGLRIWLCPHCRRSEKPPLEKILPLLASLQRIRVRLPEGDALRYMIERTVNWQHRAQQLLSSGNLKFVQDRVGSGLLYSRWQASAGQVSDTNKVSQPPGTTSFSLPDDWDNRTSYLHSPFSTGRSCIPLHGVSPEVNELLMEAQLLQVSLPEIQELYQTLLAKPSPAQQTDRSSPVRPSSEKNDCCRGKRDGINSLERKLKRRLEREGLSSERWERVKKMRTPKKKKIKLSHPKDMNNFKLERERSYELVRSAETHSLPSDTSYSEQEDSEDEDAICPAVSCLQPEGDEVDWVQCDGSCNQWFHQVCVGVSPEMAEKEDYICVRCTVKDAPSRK
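qHTS format, multiple compound concentrations. Buffer 50 mM HEPES pH 7.5/0.01% Tween-20; 200 nM KDM5BΔAP final; 10 min compound preincubation; substrate-mix levels 12.5 µM peptide, 25 µM α-KG, 0.25 mM NAD⁺; 30 min RT; ΔRFU.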
Starred values were filed as active, the others as inactive; i = inactive; ? = inconclusive; & = joins results of further samples; [ ] = dose if it differs, or a comment. Potency is read from the fitted curve at half-maximal effect. Not all compounds are listed, so the mix of outcomes need not match the whole.

SMILES	KDM5B inhibitor
Cc1ccccc1C(=O)Nc1ccc([C@H]2OCC(=O)N(C)[C@@H]2CO)cc1	7.5%[86.2 µM]
COCCN1CCCCCC(O)c2cc(C(=O)N3CCN(C(C)C)CC3)ccc21 (stereo not given)	-3.3%
COc1cc(C2SCCS2)ccc1OC(=O)c1ccc2c(c1)NC(=O)CS2	9.3%
C=CCO[C@@H]1CCN2C(=O)c3cc(-c4ccc(OC)cc4)ccc3NC(=O)[C@H]12	35.5µM*
Cc1cccc(N2C(=O)CSC23C(=O)N(CC(=O)NCCc2ccccc2)c2ccccc23)c1 (stereo not given)	-13.9%
Cc1ccc(C(=O)c2oc3ccccc3c2NC(=O)COc2ccc(Cl)c(C)c2)cc1	6.5%
CCCNC(=O)N1CCCC1c1nc(CCOCC2CC2)no1 (stereo not given)	3.8%
Cc1ccc(S(=O)(=O)N[C@@H](CO)C(=O)N[C@@H](Cc2ccc(O)cc2)C(=O)O)cc1	28.4%
CCCCc1nn2c(=O)cc(COC(=O)COc3ccc(C)cc3)nc2s1	0.2%
CCOC(=O)CNC(=O)C(=O)NCC(=O)OCC	8.0%
O=C(Nc1oc2ccc(Cl)cc2c(=O)c1-c1ccccc1)c1cccs1	-0.1%
CC[C@@H](NC(=O)CC1CCN(Cc2ccccc2)CC1)C1CC(O)C1 (stereo not given in full)	-9.1%
CCOC(=O)N1CCc2c(sc3c2c(=O)n(Cc2ccccc2)c(=O)n3CC(=O)Nc2ccc(C)cc2C)C1	-14.9%
CCCCC(=O)N1CCN(c2nc(C)c3c(c2C#N)CCCC3)CC1	65.5%[activator]
COc1ccc(CNC(=O)[C@@H]2C[C@@H](c3ccc(F)cc3)N(Cc3ccccc3)C2)cc1OC	1.0%
COc1ccc(NC(=O)C2CCCN(S(=O)(=O)c3ccc4[nH]c(=O)ccc4c3)C2)cc1Cl (stereo not given)	-17.4%
CCN(CC)CCOC(=O)c1ccc(N/C=C(/C#N)c2nc(-c3cccc(OC)c3)cs2)cc1	-1.8%
O=C(c1cccc2[nH]ccc12)N1C[C@@H](CO)[C@H](c2nc(C3CC3)no2)C1	22.4µM*
Cc1cc(C)cc(NC(=O)C2CCC(CNS(=O)(=O)c3ccc4c(c3)C(C)(C)C(=O)N4C)CC2)c1 (stereo not given)	?
COc1ccccc1N1CCN(C2CCCN(C(=O)CN3CCCC3=O)C2)CC1 (stereo not given)	-1.2%
CCOc1cc(C(=O)N2CCC(Cc3nc(-c4ccc(F)cc4)no3)CC2)cc(OCC)c1OCC	-2.0%
CN1CC(=O)N(c2ccccc2F)Cc2c(NCc3cccc(C(F)(F)F)c3)ncnc21	-12.1%
Cc1nc(N2CCCCC2)ncc1C(=O)N1CCC2(CCCNC2=O)C1 (stereo not given)	?
CCOC(=O)c1ccn(-c2nc(-c3cccc(OC)c3)cc(C(F)(F)F)n2)n1	?
CCOc1ccc(-c2c(C)nn3c(C)c(C(=O)Nc4ccccc4C(=O)OC)cnc23)cc1OCC	-22.6%
CCc1cccc(C)c1NC(=O)Cn1nc(C)n2cccc2c1=O	-11.6%
CCN(CC)Cc1cnc2c(C(=O)NC3(c4ccccc4)CC3)cnn2c1	-26.8%
CC(C)N(Cc1ccccc1)C(=O)COC(=O)c1cc(Br)ccc1Cl	-7.9%
Cc1ccc(Nc2c(-c3cccc(Cl)c3)nc3cccc(C)n23)cc1	?
O=C(NC1CCCCC1)[C@@H]1C[C@@H](O)CN1C1CCN(C(=O)C2(c3ccccc3)CC2)CC1	15.8%
CC(NC(=O)CSc1nnc2n1CCCCC2)c1ccc2c(c1)CCCC2 (stereo not given)	13.6%
COC(=O)c1ccc(C(=O)OC)c(NC(=O)CSCC(=O)O)c1	20.7%
Fc1cc(Br)ccc1NC(=S)NCc1cccs1	-16.1%
COc1ccc(C2CC(=O)N(Cc3ccccc3)c3c2c(C)nn3-c2nc(C)cc(C)n2)c(OC)c1 (stereo not given)	-5.8%
CC(=O)c1ccc(NC(=O)CSc2nc(=O)n(Cc3ccccn3)c3c2CCC3)cc1	-16.1%
CC(C(=O)N1CCN(c2cc(-c3ccccc3)[nH]n2)CC1)c1ccccc1 (stereo not given)	4.9%
O=C(c1ccc(Br)s1)N(Cc1cccnc1)c1nc2ccc(F)cc2s1	11.4%&-14.2%
O=C1NCCC[C@@H]1NC(=O)[C@@H]1CN(C(=O)c2cccc(F)c2)CCN1C(=O)c1cnccn1	-13.6%
CCOCCCC(=O)N(C)Cc1cccc(OC)c1	18.5%
O=C(Cc1scnc1-c1cccs1)NCc1ccccc1Cl	5.5%
CN(Cc1ccccc1)c1ncccc1CNC(=O)CN1CCOC1=O	?
Cc1cc(C)c2c(n1)oc1c(=O)n(CC(=O)N3CCOCC3)cnc12	12.2%
COc1cccc(-c2ccc(SCC(=O)NC3CCCCC3)nn2)c1	11.0%
COc1cc(NC(=O)N2c3ccccc3CC2c2nc(C3CC3)no2)cc(OC)c1 (stereo not given)	-27.2%
O=C(CC12CC3CC(CC(C3)C1)C2)Nc1ccc(-c2nc3ncccc3o2)cc1	?
Cc1nc(Cn2cc(S(=O)(=O)N(C)C)ccc2=O)no1	-7.5%
O=C(Cc1cccc(F)c1)NCCC1CCN(C(=O)Nc2ccccc2)CC1	7.2%
CCOc1ccc(CNC(=O)Cn2ccc3cc(S(=O)(=O)N4CCCCCC4)ccc32)cc1	-25.2%
CCNC(=O)N(C)Cc1nc(-c2ccc(OC)cc2)no1	8.4%
CCn1nccc1C(=O)N1CCCN(C)c2ccccc21	?
Cc1cccc(C(=O)Nc2ccc3oc(-c4cccc5c(Br)cccc45)nc3c2)c1	-26.1%
COc1cccc(-c2cc(-c3c(C)noc3C)c3cncn3c2)c1	?
CN1CCC2(C1)CN(CC1CCOCC1)c1ccc(C(=O)Nc3ccn(C)n3)cc12 (stereo not given)	?
O=Cc1ccc(OCc2ccc(Br)cc2)c(Cl)c1	-14.7%
O=C(COc1ccccc1Cl)Nc1nnc(S(=O)(=O)N2CCCCCC2)s1	3.2%
CCNC(=O)[C@@H]1CCCN1[C@@H](C(=O)NC)c1ccc(OC)cc1	-7.1%[86.2 µM]
CC(C)CCNc1nc2c(c(=O)[nH]c(=O)n2C)n1CC(O)COC(C)C (stereo not given)	13.5%
Cc1c(CNC2CCCCCC2)c(C(=O)O)c(C)n1Cc1ccc(F)cc1	-4.0%
CCCc1nc2nc(C)c(NS(=O)(=O)c3ccc(C)c(C)c3)c(=O)n2[nH]1	-10.5%
Cc1cccc(Cn2c(SCc3ccccc3)nc3c2c(=O)n(C)c(=O)n3C)c1	-4.2%

Brought forward from above: 6 compounds, then new ones.
SMILES	KDM5B inhibitor
O=C(COc1ccccc1Cl)Nc1nnc(S(=O)(=O)N2CCCCCC2)s1	3.2%
CCNC(=O)[C@@H]1CCCN1[C@@H](C(=O)NC)c1ccc(OC)cc1	-7.1%[86.2 µM]
CC(C)CCNc1nc2c(c(=O)[nH]c(=O)n2C)n1CC(O)COC(C)C (stereo not given)	13.5%
Cc1c(CNC2CCCCCC2)c(C(=O)O)c(C)n1Cc1ccc(F)cc1	-4.0%
CCCc1nc2nc(C)c(NS(=O)(=O)c3ccc(C)c(C)c3)c(=O)n2[nH]1	-10.5%
Cc1cccc(Cn2c(SCc3ccccc3)nc3c2c(=O)n(C)c(=O)n3C)c1	-4.2%
O=C(CCc1ncc(-c2ccc(Cl)cc2Cl)o1)Nc1nccs1	-5.1%
Cc1cccc(NC(=O)c2cc(-c3ccc(C)o3)nc3ccccc23)n1	?
Nc1cc(=O)[nH]c(SCc2c(F)cccc2Cl)n1	6.6%
COCCNC(=O)[C@@H]1CCC[C@@H](NCc2ccc(C(F)(F)F)cc2)CN(C)C(=O)C1	-25.0%[86.2 µM]
CCOc1ccc(Nc2ncnc3onc(-c4ccc(Cl)cc4)c23)cc1	?
OCC1CN(C2CCC2)CC12CCN(Cc1ccc[nH]1)CC2 (stereo not given)	?
COCCN1CCCN(C(=O)C2CCCCC2)c2ccccc21	-30.1%
CN(CC(=O)NCCC#N)c1ccc(C(C)(C)C)cc1	13.8%
Cc1cccc(CN2C[C@@H]3[C@H](C2)N(Cc2ccc(O)cc2)C(=O)C(C)(C)[S+]3(=O)[O-])c1	-0.1%[86.2 µM]
CCCn1ccc2c(OCC(=O)NCc3ccccc3Cl)cccc2c1=O	?
Nc1nccnc1C(=O)Nc1ccc(C(=O)NCc2ccc(F)cc2)cc1	?
COc1cccc(NC(=O)c2cncs2)c1	14.2%
CC1=C[C@@H](CNC(=O)c2ccco2)[C@H](C(C)C)C[C@H]1CC(=O)NCc1ccccn1	?
O=C(NCCc1ccc(Cl)cc1)C1=NOC2CN(C(=O)Nc3cccnc3)CC12 (stereo not given)	4.5%[115 µM]
Cc1ccc(CN2CC[C@@H]3[C@H]2C(=O)NC[C@H](CCC(=O)N2CC[C@@H](O)C2)N3C)cc1	-6.7%[86.2 µM]
CCOc1ccccc1CNCc1cccn1-c1nnc(N2CCN(c3ccccc3)CC2)s1	-29.6%
CC(Sc1nc2ccccc2n1C)C(=O)NCc1ccc(Cl)cc1 (stereo not given)	7.3%
COCc1nc(CCNC(=O)C2CC(=O)N(c3ccc(F)c(Cl)c3)C2)no1 (stereo not given)	-18.2%
CCOc1ccc(N=C(C)C2=C(O)c3ccccc3C2=O)cc1	2.1%
COCCNC(=O)c1cc2c(Cl)nc3ccc(C)cc3c2s1	2.3%
COc1ccc(NC(=O)c2cc3cc(Br)ccc3[nH]2)cc1	41.7%[activator]
COc1ccc(CNC(=O)C2CCCN(S(=O)(=O)c3ccc4c(c3)CCCN4C(C)=O)C2)cc1 (stereo not given)	9.4%
CCCc1nc(C(=O)NC(CC)c2ccc(S(C)(=O)=O)cc2)cs1 (stereo not given)	16.0%
CC(C)c1cc(C(=O)N2CCN(CC(=O)NCc3ccccc3)CC2)c2ccccc2n1	-7.8%

The list goes on; it opens with the 2 that closed the last part.
SMILES	KDM5B inhibitor
CCCc1nc(C(=O)NC(CC)c2ccc(S(C)(=O)=O)cc2)cs1 (stereo not given)	16.0%
CC(C)c1cc(C(=O)N2CCN(CC(=O)NCc3ccccc3)CC2)c2ccccc2n1	-7.8%
Cc1ccc(C(=O)c2oc3ccccc3c2NC(=O)c2cc(-c3cc(C)ccc3O)n[nH]2)cc1	32.5%
CN(Cc1ccc(C(F)(F)F)cc1)C(=O)c1ccc(Oc2ccccc2)cc1	-21.9%
COc1ccc(NC(=O)CCCc2nc(C(C)C)no2)cc1OC1CCCC1	-9.5%
CCn1c(NCc2c[nH]c3ccccc23)nc2ccccc21	-17.0%
COc1ccc(-c2nc(CCNC(=O)c3ccc(Br)o3)cs2)cc1	?
C[C@@H](NCC1CCCC1)c1onc(-c2ccc(Cl)cc2)c1C(=O)O	-12.0%[86.2 µM]
COC1CCC12CCN(C(=O)c1nccn1C)CC2 (stereo not given)	-7.9%
CNC(=O)[C@@H](c1ccc(Cl)cc1)N1CCC[C@H]1C(=O)N(C)CCN(C)C	?
Cn1c(=O)c2c(ncn2CCC(=O)Nc2cc(F)cc(F)c2)n(C)c1=O	20.9%
O[C@@H]1C[C@@H](c2nc(-c3ccccc3)no2)N(Cc2ccc(F)cc2)C1	-19.0%[86.2 µM]
Cc1ccc(CNS(=O)(=O)c2cc(Br)cc3c2N(C(=O)C2CC2)CC3)cc1	-14.7%
CC(=O)N=c1c(C#N)cc2c(=O)n3cccc(C)c3nc2n1CCCOC(C)C	i
O=Cc1c(N2CCC3(CC2)OCCO3)nc2ccccn2c1=O	6.6%
O=C1CCN(C(=O)[C@H](Cc2ccccc2)NC(=O)c2ccoc2)CCCOCCN1	-14.0%
CCCN(C)C(=O)CC1COCCN1C(=O)Nc1cccc(SC)c1 (stereo not given)	18.0%
CCC(=O)N1C[C@@H]2C(=O)N(C)C(=O)[C@@H]2C1	15.0%
CCS(=O)(=O)N1CCN(c2ccc(C(=O)N3CCOCC3)cc2[N+](=O)[O-])CC1	26.0%
COc1ccccc1N1CCN(c2ncnc3onc(-c4cccc(Cl)c4)c23)CC1	-7.6%
COCC(=O)N[C@H]1C[C@@H](Cc2cc(-c3ccc(F)cc3)on2)C1(C)C	-4.7%[86.2 µM]
O=C(c1nc(-c2ccc(Cl)nc2)c2cnccn12)N1CCCC1	?
COc1ccccc1NC(=O)CCNS(=O)(=O)c1ccc2c(c1)CCN2C(=O)C1CC1	0.1%[11.5 µM]
CC1(C)Cc2c(cnn2-c2ccc(F)cc2)C(NC(=O)CCn2cncn2)C1 (stereo not given)	17.2%
CC(C(=O)N(C)CC(=O)Nc1ccccc1C(F)(F)F)N1CCCCC1 (stereo not given)	1.4%
CNC(=O)c1ccc2c(c1)OCC(=O)N2	17.8%
Cc1nc2c(ccc3c(C)c(C)[nH]c32)s1	-8.9%
CC(C)(C)c1cc(P(=O)(c2ccccc2)c2ccccc2)ccc1O	7.9%
Cc1oc(-c2ccccc2F)nc1Cn1c(SCc2ccccc2F)nc2ccncc21	?
CC1CCCc2sc3nc(SCC(=O)c4ccc(Cl)cc4)nc(N)c3c21 (stereo not given)	2.0%
CC(C)(C)c1ccc(/C=N/Nc2ccc(Cl)c(Cl)c2)cc1	-27.0%
CCOc1ccc(-n2c(=O)c3c(C)c(C)sc3n(CC(=O)c3ccccc3)c2=O)cc1	-12.4%
Cc1ccc(CNC(=O)[C@H]2CCC[C@H]2NC(=O)c2ccncc2)cc1C	21.6%
O=C1CCc2cc(S(=O)(=O)NCc3ccccc3Cl)cc3c2N1CCC3	-6.4%
COc1ccc(CNC(=O)c2c(OC)cc(=O)n3c2CCCC3)c(OC)c1	17.1%
CCn1c(=O)c(N2CCC(NC(=O)Nc3cccc(C)c3)CC2)nc2ccccc21	5.8%
